West Nile virus CPE: West Nile virus antiviral activity, cell-based, CPE readout (AID 1621); West Nile virus-infected cells, CPE inhibition; higher % means a stronger effect; CPE inhibition, % at 10 µM, or IC50 in µM where a hit was titrated; hit rate 0.02% among 290,000; in the data active = a potency from the dose series; inconclusive = CPE inhibition mostly from about 3.7% at the one dose, without a potency; inactive = the rest, 99 in 100 with CPE inhibition below about 2.2%; also: strong numbers were not always called active
WT yeast gro inh: growth inhibition of WT yeast, mitochondrial fusion screen; mitochondrial fusion phenotypic screen, WT strain; inhibition, % at 10 µM; hit rate 2.1% among 190,000; AID 1362; in the data active = inhibition above about 58%; tested in S. cerevisiae
MT stabilize HCS: microtubule stabilization, imaging screen; HeLa tubulin immunostaining HCS, 24 h; share of cells brighter than vehicle mean+2SD; % tubulin-high responders, % at 10 µM; hit rate 0.83% among 200,000; AID 2205;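 active = plate Z-score above 3 for both tubulin-high and condensed-nucleus cell shares, with cell loss under 80%, at 10 µM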;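 also: anti alpha tubulin signal scored within the nucleus-defined area of each cell; some results filed as inactive read as strong as hits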
Myeloid diff 2: compounds promoting myeloid differentiation. ER-HoxA9 myeloid progenitors, lysozyme-GFP differentiation, flow cytometry. calls only at 10 µM. hit rate 1% among 360,000;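 active = normalized GFP-positive differentiation at or above the plate's own cutoff, the solvent-only control mean plus 3 SD; inconclusive = no clear call, values can overlap the other calls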;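 also: cells exposed to compound for four days before flow analysis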
Ins promoter up: MIN6 insulin promoter up-regulation. hit rate 0.3% among 190,000. z-score at 5 µM. MIN6 insulin promoter-GFP reporter, high-content imaging; hits give high values;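 active = z-score above 3 at 5 µM with at least 500 cells counted in the well; inconclusive = wells under 500 cells, flagged as cytotoxic or low count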
Autophagy mod: autophagy modulation, high-content screen; calls only at 10 µM (by protocol); hit rate 0.98% among 190,000; MEF GFP-LC3 puncta imaging; test concentration mostly 10 µM;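 active = percentage of spot-positive cells more than 3 SD above its plate mean, without a fluorescence outlier flag or 80% toxicity; inconclusive = no clear call, values can overlap the other calls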;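 also: spot-positive cell cutoff set from DMSO-treated cells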
Hep lipid drop: modulators of hepatic lipid droplet formation. AML12 mouse hepatocytes, oleate lipid droplets, BODIPY imaging. inhibition, % at 6.5 µM. hit rate 0.4% among 240,000. AID 1656;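 active = lipid droplet intensity inhibited by at least 50%, with more than 500 cells counted; inconclusive = wells with under 300 cells, treated as cytotoxic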
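Material: mouse AML12 hepatocyte cell line, fixed after treatment; Timing: compound with oleate, overnight; Technique: high-content imaging of BODIPY-stained droplets and DAPI nuclei; Probe or stimulus: oleate, 100 µM final; Dosing: compound at 6.5 µM only.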
b-catenin transl: beta-catenin nuclear translocation modulation | HeLa beta-catenin nuclear translocation, immunofluorescence imaging | nuclear translocation activity, % at 5 µM | hit rate 0.3% among 190,000 | AID 1665;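 active = nuclear translocation activity above 50% at 5 µM, with a well cell count of 50 or more; inconclusive = wells under 50 cells across six images, flagged as toxic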;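 also: per-cell ratio of nuclear to cytoplasmic median beta-catenin stain intensity; plate controls were DMSO negative control for no effect and GSK-3 inhibitor IX positive control for full effect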
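Test system: human HeLa cells, native beta-catenin. Compound dosing: 5 µM primary single dose, 0.1% DMSO, 0.02–20 µM confirmation series. Incubation: compound exposure 24 h at 37°C. Detection: beta-catenin immunostaining with DAPI counterstain, 20x imaging, 6 fields/well. Read-out basis: Nuclear/cytoplasmic beta-catenin signal ratio, % activation.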
T cell modulator: T cell immune modulators affecting CD8 T cell-vesicle binding; AID 2052; 2C CD8+ T cell-vesicle binding, flow cytometry; hits give low values; hit rate 0.068% among 330,000; calls only at 7 µM;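 active = response, share of CD8 T cells binding vesicles, and their 90th percentile fluorescence all below set limits, cut at about 80% in these data, passing the limit was not always enough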
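incubation = binding step 1.5 h, 37 °C, antibody labelling 20 min, ice | test system = 2C mouse CD8+ T cells | read-out basis = percent CD8+ FL2 mean versus row control | controls = Peptide-free naked vesicles (low) and QL9 vesicles with 0.7% DMSO vehicle (high) | detection = flow cytometry of vesicle-bound cells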
WT yeast gro inh mutant strain: second read-out of WT yeast gro inh, no call of its own (marks repeat the call); inhibition, %; mitochondrial fusion phenotypic screen, mutant strain inhibition
Ins promoter up cell count: also measured in Ins promoter up; calls as there; cell count; measured here: cytotoxicity, nuclei count;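 total cells summed across four imaged fields per well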
Hep lipid drop cells 6.5 µM: also measured in Hep lipid drop; calls as there; cell count; measured here: cell count, cytotoxicity flag;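 cells counted across two imaged fields per well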
b-catenin transl cell count 5 µM: also measured in b-catenin transl; calls as there; cell count; measured here: cell count, cytotoxicity flag
T cell modulator vesicle-bound %: second read-out of T cell modulator, no call of its own (marks repeat the call); double positive events, %; measured here: CD8+ vesicle-bound cell fraction;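 binding gate set so that unloaded-vesicle control wells show 10% double positive cells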
MT stabilize HCS Hoechst-high %: also measured in MT stabilize HCS; calls as there; % Hoechst-high responders; measured here: nuclear condensation Hoechst responders;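 share of cells brighter than vehicle mean plus two SD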
MT stabilize HCS cytotoxicity %: also measured in MT stabilize HCS; calls as there; toxicity, %; measured here: cytotoxicity by cell density;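 0% = mean cell density of plate MIN control wells and 100% = no cells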
Autophagy mod cell loss 18 h: also measured in Autophagy mod; calls as there; toxicity, %; measured here: cell loss, nuclei count;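 cell loss after 18 h compound exposure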
Myeloid diff 2 GFP+ MAC1+ %: further read-out of Myeloid diff 2, marked with its call; GFP+ MAC1+ double positive, %; measured here: differentiation confirmed by MAC1 staining
An asterisk follows results filed as active; i = inactive; ? = inconclusive; nt = no result given. This is a random part of the collection. Share with any hit: about 3.9%.

Results follow in this order: Hep lipid drop, Ins promoter up cell count, MT stabilize HCS, Myeloid diff 2, b-catenin transl, Hep lipid drop cells 6.5 µM, Ins promoter up, T cell modulator, WT yeast gro inh, Autophagy mod, West Nile virus CPE, Autophagy mod cell loss 18 h, T cell modulator vesicle-bound %, MT stabilize HCS cytotoxicity %, WT yeast gro inh mutant strain, MT stabilize HCS Hoechst-high %, b-catenin transl cell count 5 µM, Myeloid diff 2 GFP+ MAC1+ %
Fc1ccc(C(CNC(=S)NC2CCCCC2)N2CCOCC2)cc1 (stereo unspecified)
    -4, 1502, 3.1, i, -5.8, 707, -1.1, i, -13, i, -0.2%, -4, 34, 4.1, -6, 3.3, 1088, 0.0
Cc1cccc(N2CCN(S(=O)(=O)c3ccc(S(=O)(=O)N4CCCC4)cc3)CC2)c1C
    1, 859, 1.5, i, nt, 794, 0.14, i, -5, i, nt, 1, 13, 9.1, -2, 1.1, nt, 0.1
COc1ccc(CC(=O)NC(C)c2nnc(SCC(=O)Nc3ccccc3F)n2C)cc1 (stereo unspecified)
    -43, 1591, 6.0, nt, -0.2, 693, -0.18, i, -5, i, 0.1%, -36, 53, 8.6, -3, 0.9, 1041, nt
O=C1C(=O)N(CCCN2CCOCC2)C(c2ccc(Cl)cc2)/C1=C(/O)c1ccc(F)cc1 (stereo unspecified)
    2, nt, nt, i, nt, 827, nt, i, nt, nt, -0.1%, nt, 42, nt, nt, nt, nt, 0.4
Cc1ccccc1NC(=S)N(Cc1ccccc1)Cc1cccnc1
    3, 1246, 2.0, i, -5.2, 589, 0.35, i, -12, i, 0.2%, 0, 25, 7.1, 13, 3.0, 1069, 0.9
Cc1cc(C(F)F)n2nc(C(=O)Nc3cccnc3Cl)nc2n1
    nt, 1426, 2.1, i, -2.6, nt, 1.8, i, 1, i, 0.1%, -2, 26, 3.7, 11, 1.7, 1361, 0.7
CCN(CC)S(=O)(=O)c1ccc2c(c1)nc(CCC(=O)Nc1ccc(N3CCOCC3)cc1)n2C
    3, 1413, 1.8, i, -3.1, 584, 0.15, i, 12, i, -0.8%, -7, 35, 1.4, -5, 1.0, 1142, 0.6
Cc1cc(NCCCCO)n2c(nc3ccccc32)c1C#N
    6, 1724, 2.9, i, -2.7, 636, -0.25, i, 24, i, -0.6%, -9, 40, 6.9, 6, 1.7, 1042, 2.4
CCC(C)NC(=O)CSc1nc2n[nH]c(C)c2c(=N)n1-c1ccc(OC)cc1 (stereo unspecified)
    nt, 1367, 3.5, i, 0.2, nt, -0.63, i, -18, i, 0.1%, 2, 12, 10, -22, 4.1, 1437, 0.9
CCO[C@@H]1OC(C(=O)N2CCN(Cc3ccccc3)CC2)=C[C@H](c2ccc(C(F)(F)F)cc2)[C@H]1CCCO
    -9, 1264, 5.1, i, -1.0, 676, -0.5, i, 28, i, -0.1%, 2, 35, 12, 9, 1.5, 1128, 2.6
COc1ccc(-n2cnc3c(cnn3CCC#N)c2=N)cc1
    nt, 1109, 1.1, i, 2.2, nt, 0.01, i, 1, i, 0.4%, -11, 35, 4.2, 7, 2.4, 1120, 0.5
COc1cccc(CNS(=O)(=O)/C=C/c2ccc3c(c2)OCO3)c1
    3, 1867, 1.8, i, -0.4, 691, -0.41, i, 10, i, -0.7%, 9, 20, 7.0, 17, 1.8, 1132, 1.0
Cc1ccc(NC(=O)C2CCN(C(=O)N3CCOc4ccccc43)CC2)cc1
    -3, nt, nt, i, nt, 709, nt, i, nt, nt, -0.6%, nt, 52, nt, nt, nt, nt, 5.0
CSc1sc(C(=O)O)c2c1C(=O)CCC2
    19, 1242, 2.6, i, nt, 731, 0.43, i, 13, i, 0.7%, -2, 27, 2.0, 24, 1.9, nt, 0.2
COc1ccccc1OC(C)C(=O)Nc1ccc(S(=O)(=O)N2CCN(C)CC2)cc1 (stereo unspecified)
    -3, nt, nt, i, nt, 793, nt, i, nt, nt, -0.6%, nt, 16, nt, nt, nt, nt, 4.2
COCCC(=O)N1CCC(Oc2ccc(C(=O)NCCCC3CCCC3)cc2)CC1
    -13, nt, nt, i, nt, 683, nt, i, nt, nt, -0.7%, nt, 24, nt, nt, nt, nt, 0.5
CCCCCCCCn1c(=O)c(C(=O)OCC)c(O)c2ccccc21
    -6, nt, 1.7, i, -2.5, 675, nt, i, 32, i, 0.0%, -2, 51, 5.8, 2, 1.7, 1118, 0.8
O=C(Nc1ccc(N2CCOCC2)cc1)c1ccc(S(=O)(=O)N2CCCCC2)cc1
    nt, 1257, 6.5, i, -2.4, nt, 0.87, i, -8, i, nt, 6, 8, 5.6, 2, 2.7, 1475, 11
C/C(=N/NC(=O)c1ccoc1C)c1cccc(NC(=O)C(F)(F)F)c1
    -4, 1159, 2.0, i, 0.7, 566, 0.02, i, -12, i, 0.6%, 11, 40, 1.7, 2, 2.0, 954, 0.4
CCOC(=O)N1CCN(C(=O)COc2ccc(Cl)cc2C)CC1
    -3, 943, 2.9, i, -2.4, 794, -0.49, i, -12, i, -0.1%, -8, 43, 0.3, -2, 1.7, 1251, 3.0
Nc1c(NCc2ccccc2)c2ccccc2oc1=O
    5, 1170, 1.7, i, nt, 710, -0.47, i, 26, i, 0.1%, -6, 13, 8.4, 19, 2.0, nt, 6.4
Cc1cc(Nc2nc3ccccc3nc2Cl)n(-c2ccc([N+](=O)[O-])cc2)n1
    -10, 878, 4.9, nt, nt, 765, 0.02, i, 21, i, -0.6%, -1, 48, 5.7, 13, 3.1, nt, nt
CC1(C)Cc2c(C#N)c(SCCC#N)nc(N3CCOCC3)c2CO1
    16, nt, nt, i, nt, 826, nt, i, nt, nt, -0.6%, nt, 24, nt, nt, nt, nt, 0.2
CCCCC(=O)OCC(=O)c1[nH]c(C)c(C(C)=O)c1C
    -17, 1516, 2.6, i, -0.7, 675, -1.1, i, -3, i, 0.1%, 4, 43, 0.3, -3, 1.7, 1066, 0.3
COc1ccc(N=N/C(=C\O)C(=O)c2cccs2)cc1
    28, 1237, 3.1, i, -1.7, 688, 0.5, i, 7, i, nt, 10, 58, 1.1, -16, 2.6, 1047, 0.8
CCc1cccc(C)c1N(C(=O)Cn1c(=O)[nH]c2ccccc21)C(C)COC (stereo unspecified)
    3, nt, 4.4, i, 0.7, 834, nt, i, -12, i, 0.1%, -4, 17, 2.5, 1, 1.6, 925, 0.9
CC1C=CCC2C(=O)N(c3cccc(C(=O)NCCc4ccccc4)c3)C(=O)C12 (stereo unspecified)
    1, nt, nt, i, nt, 755, nt, i, nt, nt, -0.5%, nt, 42, nt, nt, nt, nt, 0.9
Cc1ccc(CN2CCN(Cc3cnc(C)s3)CC2CCO)cc1 (stereo unspecified)
    -14, 1418, 5.3, i, 3.7, 701, 1.6, i, 2, i, -0.8%, 28, 23, 5.0, -3, 1.7, 1056, 0.3
COc1ccc(CSCC(=O)Nc2ccccc2SC)cc1
    -115, nt, 11, i, 1.1, 341, nt, i, 7, i, 0.9%, -1, 47, 20, -5, 17, 909, 0.2
COc1ccc(Cc2nc3ccc(C(=O)N4CCCC4)cc3o2)cc1OC
    -5, nt, nt, ?, nt, 667, nt, i, nt, nt, -0.4%, nt, 32, nt, nt, nt, nt, nt
CCc1ccc(/C=C2/Sc3ccccc3N(CC(=O)NCCCOC)C2=O)cc1
    -12, 1348, 2.9, nt, 0.6, 685, 0.37, i, -2, i, -0.1%, -3, 50, 7.1, -9, 1.7, 1065, nt
O=C(Cn1cc(S(=O)(=O)Cc2ccccc2)c2ccccc21)Nc1ccccc1
    -2, 1309, 1.3, i, -2.0, 707, 0.01, i, -8, i, -1.0%, 11, 42, 9.9, -15, 1.7, 979, 0.6
CC1=Nc2ccccc2/C1=C/c1c(N)n2c(S(=O)(=O)C(C)C)nsc2nc1=O
    -7, 1076, 2.4, i, -1.4, 713, 0.38, i, -8, i, 0.3%, 2, 60, 10, -3, 3.7, 1132, 0.4
O=C1CCC(=O)N1c1nc2nc(-c3ccccc3)cc(-c3ccccc3)n2n1
    -1, 1161, 1.0, i, 1.6, 693, 0.18, i, 6, i, 0.0%, -51, 33, 1.2, 1, 1.0, 1034, 0.6
OCC1(Cc2cccc(Cl)c2)CCCN(Cc2cnn(-c3ccccc3)c2)C1 (stereo unspecified)
    -15, 1425, 2.4, i, -0.1, 661, -0.8, i, 13, i, -1.5%, -15, 29, 0.6, 15, 2.6, 987, 0.2
COc1ccc(CCNC(=S)Nc2ccc(OC)cc2)cc1
    6, 1288, 2.8, i, -1.9, 686, 0.38, i, 7, i, -1.1%, 4, 49, 3.1, 0, 2.1, 575, 0.1
O=[N+]([O-])c1ccc(NC(=S)N2CCc3ccccc32)cc1
    -6, nt, nt, i, nt, 657, nt, i, nt, nt, -0.3%, nt, 2, nt, nt, nt, nt, 1.2
COc1cc2c(cc1OC)C(C(=O)O)C(c1ccc(C)o1)N(C)C2=O (stereo unspecified)
    nt, 1558, 3.7, i, -1.9, nt, -0.08, i, -5, i, 0.4%, 1, 43, 7.8, 7, 3.3, 1437, 0.9
CCCc1cc(=O)n2nc(N3CCC(C(=O)NCc4ccc(C)o4)CC3)sc2n1
    -9, nt, nt, i, nt, 724, nt, i, nt, nt, -0.1%, nt, 8, nt, nt, nt, nt, 2.9
Cc1c(NC(=O)CNCc2ccc3c(c2)OCO3)c(=O)n(-c2ccccc2)n1C
    0, 1040, nt, i, 0.7, 726, -0.15, i, nt, nt, 0.0%, nt, 56, nt, nt, nt, 1377, 0.2

Screening data as filed in PubChem.
